NTR1 ag: agonists of NTR1, primary screen, imaging, U2OS cells, beta-arrestin-GFP, high content (AID 493036); activation, % at 20 µM; Neurotensin receptor type 1 (Homo sapiens), P30989; NTR1-U2OS beta-arrestin-GFP spot imaging, agonist mode; 0.17% of 330,000 active;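 active = activation at or above 40% of the spot to cytoplasm intensity ratio, with at least 20 cells analyzed; inconclusive = wells under 20 cells, flagged as cytotoxic or low count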;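 also: 0% = DMSO without peptide and 100% = 100 nM NTR1 peptide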
Target sequence (P30989 whole entry, looked up): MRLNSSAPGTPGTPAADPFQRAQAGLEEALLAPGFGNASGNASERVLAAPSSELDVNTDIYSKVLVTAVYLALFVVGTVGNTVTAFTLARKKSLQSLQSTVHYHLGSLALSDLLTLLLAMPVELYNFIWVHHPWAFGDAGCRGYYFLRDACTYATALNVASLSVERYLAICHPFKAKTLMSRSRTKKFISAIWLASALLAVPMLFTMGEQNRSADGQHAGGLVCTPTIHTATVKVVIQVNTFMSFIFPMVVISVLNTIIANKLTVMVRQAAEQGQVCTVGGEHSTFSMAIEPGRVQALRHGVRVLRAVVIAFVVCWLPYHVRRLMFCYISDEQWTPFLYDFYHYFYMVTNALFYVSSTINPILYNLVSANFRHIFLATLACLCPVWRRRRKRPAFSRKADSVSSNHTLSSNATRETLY
NS5 inhibitors: Dengue-2 NS5 methyltransferase inhibitors, primary screen, biochemical, confirmation dose response (AID 588689). Genome polyprotein (Dengue virus type 2 (strain 16681-PDK53)). Dengue-2 NS5 methyltransferase capping enzyme assay, biochemical; higher % means a stronger effect. one-dose inhibition, % at 25 µM; IC50 in µM for titrated hits. 0.3% of 340,000 active; in the data active = a potency from the dose series; inconclusive = inhibition above about 29% without an active follow-up result
K1F lysis inhibition: inhibition of K1F phage lysis, E. coli UTI89, bacterial capsule biogenesis inhibitors, alamar blue (AID 488966). inhibition, % at 100 µM; hits with a dose series show IC50 in µM. E. coli UTI89 K1F phage lysis, alamar blue, 2 h; higher % means a stronger effect. 0.02% of 340,000 active;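 active = phage lysis inhibition, versus mean bacterial control, above a set limit; inconclusive = no clear call, values can overlap the other calls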;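 also: capsule biogenesis inhibitors block K1F phage lysis so surviving cells raise fluorescence; higher fluorescence means more inhibition of phage lysis; actives were called in the ten point dose series up to 300 µM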
RSV antiviral HEp-2: RSV antiviral activity via CPE protection, HEp-2 cells, primary 10 µM value included (AID 2391); HEp-2 cells, RSV-induced CPE inhibition; higher % means a stronger effect; CPE inhibition, % at 10 µM; hits with a dose series show IC50 in µM; 0.13% of 310,000 active; in the data active = a potency from the dose series; inconclusive = CPE inhibition mostly from about 23% at the one dose, without a potency; inactive = the rest, 99 in 100 with CPE inhibition below about 21%; also: strong numbers were not always called active
Salmonella PhoP GFP: inhibitors of PhoP regulon expression, primary screen, Salmonella Typhimurium, GFP reporter (AID 1863). S. Typhimurium PhoP-regulated promoter GFP reporter, 4 h; higher % means a stronger effect. one-dose inhibition, % at 50 µM; IC50 in µM for titrated hits. 0.16% of 300,000 active;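 active = inhibition over 29.93%, a cutoff 3 SD above the screen mean, later confirmed by dose response; inconclusive = inhibition over 29.93% but no dose response follow-up; inactive = inhibition at most 29.93% or unconfirmed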;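 also: 0% = low Mg2+ inducing control and 100% = high Mg2+ repressing control; strong numbers were not always called active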
West Nile virus CPE: West Nile virus antiviral activity, cell-based, CPE readout (AID 1621); West Nile virus-infected cells, CPE inhibition; higher % means a stronger effect; 0.02% of 290,000 active; CPE inhibition, % at 10 µM; hits with a dose series show IC50 in µM; in the data active = a potency from the dose series; inconclusive = CPE inhibition mostly from about 3.7% at the one dose, without a potency; inactive = the rest, 99 in 100 with CPE inhibition below about 2.2%; also: strong numbers were not always called active
Large T inhibition: SV40 large T antigen inhibitors, biochemical (AID 1903) | 0.39% of 310,000 active | SV40 large T antigen ATPase/helicase inhibition assay; higher % means a stronger effect | inhibition, % at 20 µM, or IC50 in µM where a hit was titrated; in the data active = a potency from the dose series; inconclusive = inhibition mostly from about 32% at the one dose, without a potency; inactive = the rest, 99 in 100 with inhibition below about 32%; also: strong numbers were not always called active
T cell HTS: modulators of CD8 T cell-vesicle binding, primary screen, mouse 2C CD8+ T cells, flow cytometry; 2C CD8+ T cell-vesicle binding; stronger effect = lower value; calls only at 7 µM; 0.068% of 330,000 active;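 active = response, share of CD8 T cells binding vesicles, and their 90th percentile fluorescence all below set limits, cut at about 80% in these data, passing the limit was not always enough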
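Incubation: binding step 1.5 h, 37 °C, antibody labelling 20 min, ice; system: murine 2C transgenic CD8+ T lymphocytes; technique: cytometric PE anti-B7-1 and Alexa647 anti-CD8 signals after 1% paraformaldehyde fixation; also added: QL9-charged Drosophila Ld/ICAM-1/B7-1 vesicles; control set: naked versus QL9-loaded vesicles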
MgcRacGAP inhibition: MgcRacGAP GTPase-activating activity inhibitors, confirmation, biochemical, ADP Hunter fluorescence; Rac GTPase-activating protein 1 (Homo sapiens); MgcRacGAP-stimulated Rac1 GTP hydrolysis, ADP Hunter fluorescence; higher % means a stronger effect; GST-tagged Rac1 F28L mutant substrate; inhibition, % at 30 µM; hits with a dose series show IC50 in µM; 0.6% of 340,000 active; AID 624330, 2012;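 active = first-screen hits whose inhibition reached a set limit at any dose in the follow-up dose series; inconclusive = inhibition above the set first-screen limit but never retested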;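 also: fluorescence reports GDP produced by GAP-driven GTP hydrolysis; strong numbers were not always called active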
T cell HTS vesicle-bound %: further read-out of T cell HTS, marked with its call; double positive events, %; measured here: CD8+ vesicle-bound cell fraction;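 binding gate set so that unloaded-vesicle control wells show 10% double positive cells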
NTR1 ag cell count 20 µM: also measured in NTR1 ag; calls as there; cell count; measured here: cell count, cytotoxicity flag
NS5 inhibitors pilot replicate: recorded beside NS5 inhibitors, whose call it bears; inhibition, %; measured here: pilot screen replicate inhibition
An asterisk follows results filed as active; i = inactive; ? = inconclusive; . = not tested or not shown; [ ] = another dose, or the depositor's remark.

SMILES	NTR1 ag	NTR1 ag cell count 20 µM	NS5 inhibitors	K1F lysis inhibition	RSV antiviral HEp-2	Salmonella PhoP GFP	West Nile virus CPE	Large T inhibition	T cell HTS	T cell HTS vesicle-bound %	MgcRacGAP inhibition	others
COc1ccc(-n2c3c(cc(C(=O)NNc4ccccc4C)c2=O)C(=O)CC(C)(C)C3)cc1	-0.1	106	0%	-0.2%	-1.4%	-3%	-0.5%	27%	i	61	3%
CCC(=O)N1CCN(c2nc(CC)nc3sc4c(c23)CCCC4)CC1	2.7	56	0%	0.0%	5.0%	8%	-0.5%	4%	i	57	11%
O=C(NCCc1ccccc1)C1CCCN1S(=O)(=O)c1ccc(F)cc1 (stereo not given)	2.7	42	-1%	0.2%	0.8%	.	-0.5%	.	i	64	2%
CCNC(=O)N1CCC(n2nccc2NC(=O)CCOc2ccccc2)CC1	-1.6	63	-9%	0.2%	1.8%	-8%	0.2%	5%	i	6	7%
O=c1nc(/C=C/c2cccn2-c2ccc([N+](=O)[O-])cc2)cc(C(F)(F)F)[nH]1	0.3	55	-8%	-1.2%	2.8%	2%	0.1%	26%	i	32	9%
CN1C(=O)N(C)C2CC1N(C)C(=O)N2C	-1.0	66	3%	1.8%	-0.2%	19%	0.2%	0%	i	12	4%
Cc1ccc(NC(=O)[C@@H]2CCC(=O)N2C2OC(=O)c3ccccc32)cc1Cl (stereo not given in full)	-1.7	83	-1%	1.1%	0.7%	0%	-0.1%	17%	i	27	-4%
Cc1ccc(OCCn2c(C)c(/C=N/n3cnnc3)c3ccccc32)cc1	3.2	49	-1%	3.6%	1.3%	-19%	-0.8%	1%	i	41	4%
O=C(Oc1ccc2c(=O)c(Oc3ccc4ccccc4c3)coc2c1)c1cccnc1	-1.8	64	1%	0.4%	16%	19%	0.5%	6%	i	22	2%
CCCS(=O)(=O)N1CCC(Cc2ccc(OC)cc2)(C(=O)OCC)CC1	1.1	48	-1%	0.3%	3.0%	0%	-1.7%	3%	i	31	7%
CCOC(=O)c1c(-c2ccc(OC)cc2)nc2nonc2c1N	0.4	88	-5%	-0.1%	7.9%	3%	-0.6%	4%	i	43	7%
CCN(Cc1cc2ccccc2[nH]c1=O)S(=O)(=O)c1ccc(OC)cc1	1.1	63	-4%	0.2%	0.3%	-7%	-0.2%	11%	i	35	8%
Cn1ccnc1SCC(=O)Nc1cc(C(F)(F)F)ccc1N1CCOCC1	-1.3	70	4%	6.9%	.	0%	0.5%	7%	i	33	4%
Cc1cccc(Nc2nc(-c3ccc(F)cc3)cs2)n1	26	71	.	0.1%	20%	1%	-0.3%	2%	i	68	14%
CC(C)(C)OC(=O)NNC(=O)c1cccs1	0.5	36	.	.	0.0%	-2%	0.6%	2%	i	35	.
CC(=O)N1CCCc2cc(S(=O)(=O)CCC(=O)N3CCN(c4ccccc4)CC3)ccc21	-0.9	79	-1%	0.0%	1.7%	4%	0.2%	7%	i	25	4%
CCOC(=O)C1(O)CC(C)=NN1C(=O)c1cccc(Cl)c1 (stereo not given)	-0.2	44	-3%	0.3%	2.0%	10%	-0.4%	6%	i	29	6%
COCCNC(=O)c1nc2ccccc2s1	1.2	82	-3%	0.3%	0.0%	2%	0.0%	23%	i	54	9%
O=C(Oc1ccc2ccc(OC(=O)N3CCOCC3)cc2c1)N1CCOCC1	2.3	39	-4%	0.8%	2.6%	4%	-0.1%	20%	i	34	15%
O=C(NC(=S)Nc1cccnc1)c1ccccc1	-1.1	40	-9%	-0.1%	-0.1%	-1%	0.5%	5%	i	26	-1%
Cc1ccc(NS(=O)(=O)c2cc(C(=O)OCC(=O)NCC3CCCO3)ccc2C)cc1 (stereo not given)	-2.3	53	5%	0.3%	0.0%	-1%	-0.5%	5%	i	42	5%
C/C(=C\C(=O)N1CCc2ccccc21)C(=O)O	-2.6	81	-2%	0.5%	1.8%	7%	-0.2%	-2%	i	2	6%
Cc1cc([N+](=O)[O-])nn1CC(=O)N(C)Cc1ccccc1	0.7	47	1%	14%	0.9%	-3%	-0.1%	3%	i	36	8%
CC(Oc1ccc(F)cc1)C(O)CCN(C)C (stereo not given)	-0.7	43	-5%	-0.1%	2.3%	3%	0.6%	10%	i	3	1%
CCN(CC(=O)Nc1ccc(NC(C)=O)cc1)C(=O)CSCc1c(C)noc1C	1.7	50	6%	1.3%[50 µM]	-1.3%	-5%	.	25%	i	55	5%
COc1ccc(OC)c(C(c2nnnn2C(C)(C)C)N2CCc3ccccc3C2)c1 (stereo not given)	1.6	79	-3%	0.1%	14%	3%	-0.5%	10%	i	56	4%
CCC(C)c1ccc(O)c(N)c1 (stereo not given)	1.8	68	-3%	2.1%	1.9%	-6%	-0.7%	25%	i	37	20%	NS5 inhibitors pilot replicate=3.0
CC(Nc1nc(-c2ccc(F)cc2)cs1)c1nc2cc(Cl)c(N3CCCCC3)cc2n1CCOCCO (stereo not given)	4.5	87	-13%	5.1%	-2.9%	14%	0.2%	26%	i	9	7%
c1ccc(C2=NNC(=NCc3ccc4c(c3)OCO4)SC2)cc1	4.5	69	-6%	0.9%[50 µM]	11%	11%	-0.4%	6%	i	57	6%
Cc1ccc(S(=O)(=O)c2nc(S(C)(=O)=O)sc2N2CCOCC2)cc1	-0.1	59	-11%	0.2%	0.5%	-5%	2.5%	12%	i	24	9%
CC(C)C(c1nnnn1Cc1ccccc1)N(CCCO)Cc1cc2cc3c(cc2[nH]c1=O)OCO3 (stereo not given)	1.0	56	25%	0.2%	0.7%	-1%	0.1%	4%	i	48	1%
CN1/C(=C/C(=O)CSc2ccccc2C(=O)O)C(C)(C)c2ccccc21	2.0	46	2%	-0.1%	2.2%	-10%	0.8%	.	i	36	11%
CCC(Sc1nc(-c2ccccc2)c(-c2ccccc2)[nH]1)C(=O)O (stereo not given)	1.7	87	-1%	0.3%	1.7%	8%	-0.8%	14%	i	59	3%
CC(=O)Nc1ccc(NC(=O)C(C)n2nc([N+](=O)[O-])c(Br)c2C)cc1 (stereo not given)	-0.4	50	-8%	0.0%	0.4%	-1%	0.0%	2%	i	40	5%
CCCS(=O)(=O)C/C(N)=N/OC(=O)c1ccccc1Cl	0.4	41	.	.	0.9%	-12%	0.4%	9%	i	14	.
Cc1cc(NC(=O)c2cccs2)ncc1NC(=O)C(C)C	0.9	58	2%	0.2%	1.3%	2%	-0.3%	5%	i	60	-1%
CN1CCC[C@H]1CCNC(=O)c1c(-c2ccsc2)sc2ccccc12	-0.5	55	1%	0.7%	.	.	.	.	i	19	8%
C/C(=N\NC(=S)NCc1ccccc1)c1ccc(Cl)cc1	14	38	-8%	10%	2.2%	4%	-1.5%	5%	i	47	6%
Cc1cc(C)c(NC(=O)c2oc3ccccc3c2COc2ccccc2)c(C)c1	1.4	76	-4%	3.2%	10%	-9%	-1.3%	15%	i	49	4%
Cc1ccc(OCC(=O)N(C)CC(=O)Nc2cccc(F)c2)cc1	1.2	67	-1%	2.0%[50 µM]	0.5%	-4%	-0.5%	9%	i	60	9%
O=C(NC1CCCc2c1cnn2-c1ccc(F)cc1F)c1ccccn1 (stereo not given)	-2.2	53	-4%	0.0%	10%	-3%	-0.4%	6%	i	56	10%
COc1cc(/C=C2\CCC/C(=C\c3ccc(O)c(OC)c3)C2=O)ccc1O	56*	93*	-3%	-0.2%[50 µM]	-1.9%	-1%	0.2%	10%	i	11	?
Cc1occc1C(=O)Nc1ccccc1NC(=O)c1ccoc1C	-0.9	71	-9%	0.5%	0.9%	.	-0.4%	.	i	52	-2%
CNC(=O)CN(c1cccc2ccccc12)S(C)(=O)=O	1.5	59	-3%	1.0%	1.0%	-2%	0.2%	14%	i	47	9%
CCCCc1cc(=O)oc2cc(OC(C)C(=O)NCc3ccccn3)c(Cl)cc12 (stereo not given)	0.6	76	-9%	1.2%	3.7%	-2%	0.6%	1%	i	28	3%
COc1cc([C@@H]2[C@H]3CNCC=C3C(C#N)=C(N)C2(C#N)C#N)ccc1OC(C)C	0.4	52	-38%	0.3%	1.0%	-1%	-0.1%	13%	i	2	-3%
CCN(CC)S(=O)(=O)c1ccc(N2CCCC2)c(NS(=O)(=O)c2ccc([N+](=O)[O-])cc2)c1	4.9	42	11%	-0.8%	1.9%	-12%	-0.4%	1%	i	31	3%
COc1cccc(NC(=O)Cc2csc(NC(=O)Nc3ccccc3OC)n2)c1	3.7	46	-4%	0.2%[50 µM]	7.6%	-11%	.	16%	i	3	6%
FC(F)(F)c1ccccc1CN1CCCC(N2CCN(c3ccccc3)CC2)C1 (stereo not given)	-0.4	52	-3%	0.2%	20%	1%	-1.0%	-2%	i	12	3%
COCC(=O)Nc1ccc(C(=O)Nc2ccccc2Cl)cc1	1.5	40	.	.	2.0%	7%	0.5%	9%	i	26	.
Cc1ccc(/C=N/NC(=O)c2nnn(-c3nonc3N)c2CSc2ccccc2)cc1	1.3	58	-5%	0.8%	1.8%	-6%	0.5%	10%	i	14	7%
O=C(Cn1ccc(C(F)(F)F)n1)Nc1cccc(S(=O)(=O)N2CCCCC2)c1	0.6	43	-12%	0.5%	1.0%	-5%	-0.5%	-1%	i	38	1%
CCc1ccccc1-n1c(SCC(=O)c2c(N)n(C3CC3)c(=O)[nH]c2=O)nnc1N1CCOCC1	-2.4	50	-4%	0.6%[50 µM]	0.5%	.	.	.	i	27	10%

High-throughput results as filed in PubChem BioAssay.

Hits appear at their usual frequency. About 1.5% of those tested had a hit in this group.
